Bioassay records (PubChem BioAssay)
MKP-3 inhibition: inhibition of rat DUSP6 enzyme activity – biochemical, in vitro, primary screen (AID 425). actives 0.17% (n = 110,000). recombinant MKP-3 phosphatase activity, fluorescence; higher % means a stronger effect. inhibition, % at 20 µM; hits with a dose series show IC50 in µM; in the data active = inhibition above about 50%;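 note: plate controls were vehicle for no effect and reference inhibitor for full effect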
Hsp70 displacement: small molecules displacing fluorescent ligand from Hsp70 – biochemical, fluorescence polarization, primary screen (AID 583); Hsp70 fluorescence polarization probe displacement, mP; higher % means a stronger effect; one-dose displacement, % at 20 µM; IC50 in µM for titrated hits; actives 0.06% (n = 140,000); in the data active = displacement above about 50%;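 note: plate controls were vehicle for no effect and reference ligand for full effect; a part of the inactive calls stands beside numbers as strong as those of hits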
An asterisk follows results filed as active; . = no result given; & = joins results of further samples. Not all compounds are listed; the hit share may differ from the screen's.

SMILES	MKP-3 inhibition	Hsp70 displacement
COc1ccc(Br)cc1C(=O)Nc1ccc(-c2nc3ccccc3s2)c(O)c1	6%	0.8%
COc1cc2[nH]c(=S)n(NC(=O)CC(C)C)c(=O)c2cc1OC	-14%	-0.6%
COc1cc(/C=C2/S/C(=N\S(=O)(=O)c3ccccc3)NC2=O)ccc1O	3%	-15%
N#CCC(=O)N1CCn2c1nc1ccccc12	-5%	-0.6%
O=C(c1cccc(Cl)c1)N(Cc1cccs1)C1CCS(=O)(=O)C1 (stereo not drawn)	-6%	3.8%
Cc1cc2nc(SC(C)C(=O)O)[nH]c2cc1C (stereo not drawn)	0%	-1.3%
O=C(Nc1cccc(NC(=O)c2nccc3ccccc23)c1)c1ccco1	3%	-3.2%
O=[N+]([O-])c1ccccc1/C=N/N/C(=N/c1ccccn1)c1ccccn1	1%	4.1%
COc1ccc(/C=C(\NC(=O)c2ccc([N+](=O)[O-])cc2)C(=O)NCCCn2ccnc2)cc1	-2%	-1.7%
COc1ccc(C2Oc3ccccc3N2C(C)=O)cc1 (stereo not drawn)	-1%	8.4%
Cc1c(NC(=O)c2cccc3c2C(=O)c2cc(I)ccc2-3)c(=O)n(-c2ccccc2)n1C	0%	6.5%
NC1=NC(=O)/C(=C\c2ccc(-c3ccc(C(=O)O)cc3)o2)S1	2%	-2.0%
CCN1CCCC1CNC(=O)c1cc2c(=O)n(C)c3ccccc3c2n1C (stereo not drawn)	10%	4.3%
COc1ccc(C(=O)COC(=O)C(CC(C)C)N2C(=O)c3ccccc3C2=O)cc1 (stereo not drawn)	.	6.1%
C=CCNC(=O)CSc1ccc(Cl)cc1	-2%	2.5%
CC1(C)C(C=C(Cl)Cl)C1C(=O)Nc1cccc2ccccc12 (stereo not drawn)	-1%	-6.3%
CCOC(=O)C1CCN(C(=O)CN(c2cc(OC)ccc2OC)S(=O)(=O)c2ccccc2)CC1	4%	-0.8%
CCOC(=O)c1nnc(-c2ccc(C)cc2)nc1Sc1ccccc1Cl	.	-0.2%
COc1ccc(NC(=O)NCCN2C(=O)C3C4C=CC(C4)C3C2=O)cc1 (stereo not drawn)	5%	-2.0%
C=CCn1c(SCC(=O)N2CCCC2)nc2cc(C(=O)NCC3CCCO3)ccc2c1=O (stereo not drawn)	6%	-0.7%
COc1ccc(N2C(=O)/C(=C\c3ccc(OC)cc3OC)N=C2c2ccccc2)cc1	2%	-7.3%
CC(C)(C)C(=O)Nc1ccc(C(=O)Nc2cccc(O)c2)cc1	-6%	2.3%
CCOCC(=O)Nc1nnc(Cc2ccc(OC)c(OC)c2)s1	-2%	4.2%
COc1ccccc1N1CCN(Cc2ccsc2)CC1	-14%	1.0%
CC(C)C1N=C2c3ccccc3N=C(SCc3cc(=O)n4cc(Cl)ccc4n3)N2C1=O (stereo not drawn)	-7%	0.3%
CCc1ccc(C2C(C#N)=C(N)Oc3n[nH]c(CC(=O)OC)c32)cc1 (stereo not drawn)	.	-1.5%
Cc1cc(OCC(=O)Nc2c(C)ccc3nsnc23)cc(C)c1Cl	0%	2.3%
Cc1ccc(NC(=O)COc2cccc(C)c2C)c(Br)c1	7%	0.0%
CN(C)c1ccc(C2C(C#N)=C(N)OC3=C2C(=O)CC(C)(C)C3)cc1 (stereo not drawn)	0%	7.2%
CN1CCN(C2=Cc3ccccc3Sc3cc(F)c(Cl)cc32)CC1	.	-1.5%
Cc1cccc(NCc2ccc3c(c2)OCO3)c1	1%	6.2%
COc1ccccc1NC(=O)N(CCCN1CCOCC1)Cc1cc2cc3c(cc2[nH]c1=O)OCO3	-3%	-1.4%
CC(C)NCC(O)COc1ccc(CC(N)=O)cc1 (stereo not drawn)	-10%	2.2%
O=C(/C=C/c1ccccc1)Nc1ccccc1CO	4%	-1.0%
O=C(O)c1cccnc1Oc1ccccc1	-3%	0.6%
Cc1cc(OCC(=O)Nc2ccc3oc(-c4ccncc4)nc3c2)ccc1Cl	2%	5.7%
COc1ccc(-c2cc(C(F)(F)F)n3ncc(C(=O)O)c3n2)cc1	3%	-7.6%
Cc1cccc(Nc2nc3c(c(=O)n(C)c(=O)n3C)n2Cc2ccccc2)c1	-4%	-0.7%
CCCOn1nnnc1-c1ccccc1	-8%	-0.6%
CCOC(=O)C1=C(N)N(c2ccccc2Oc2ccccc2)C(=O)C1	-6%	4.0%
COc1ccc(NC(=O)COC(=O)c2cnccn2)cc1Cl	-13%	-0.3%
Cc1ccc(/C=C/C(=O)Nc2ccccc2Br)o1	4%	0.4%
CC(C)(C)c1ccc(/C=C/C(=O)NCCCN2CCOCC2)cc1	2%	3.5%
O=C(N=Nc1c(O)n(CN2CCOCC2)c2ccccc12)c1ccccc1Cl	5%	0.6%
Nc1nnc(-c2cccnc2)s1	-5%	-3.6%
CC1=NNC(=O)C1CC(=O)N/N=C/c1ccccc1 (stereo not drawn)	0%	-1.3%
Cc1ccc(-c2c(C)n([O-])c3c([n+]2=O)CCC3)cc1	3%	-1.1%
CC(=O)NC(O)C(=O)c1ccco1 (stereo not drawn)	-8%	0.4%
CCn1c(SCC(=O)c2cc(OC)ccc2OC)nnc1C(C)C	-8%	4.2%
Clc1cccc(OCCN2CCOCC2)c1Cl	3%	-5.3%
CCCCn1c(=O)c(Cc2ccccc2)c(O)c2ccccc21	11%	-8.8%
CC(=O)c1cn(CC(=O)Nc2ccccc2)c2ccccc12	-22%	-0.6%
COc1ccc(NC(=O)Cn2nnc(-c3ccccc3F)n2)cc1Cl	-4%	-2.9%
Cc1cc(-c2ccco2)n2c(nc3ccccc32)c1C#N	-12%	6.5%
N#CCSc1nc(Nc2ccc3c(c2)OCO3)c2ccccc2n1	7%	1.8%
COc1ccc(-c2nnc(-c3ccc(Cl)cc3)o2)cc1OC	-4%	6.8%
COc1ccc(NC(=O)C2=C(C)NC(=S)NC2c2c(OC)ccc3ccccc23)cc1 (stereo not drawn)	1%	1.8%
Cc1cc(C)nc(NC(=O)Nc2ccc(Cl)cc2)c1	0%	-5.8%
Cc1ccnc(NC(=O)c2ccc(C)o2)c1	-2%	7.2%
Cc1cccc(N2C(=O)NC(=O)/C(=C/c3ccc(F)cc3)C2=O)c1	3%	-4.5%
(list continues)
SMILES	MKP-3 inhibition	Hsp70 displacement
CSc1nsc(SC)c1NC(=O)OC1CCCCC1	-5%&0%	-2.3%&0.5%
Cc1ccc2ncnc(Nc3ccc(Cl)cc3)c2c1	4%	-4.4%
CCCSCCCNC(=O)CC1Oc2ccccc2NC1=O (stereo not drawn)	3%	-5.1%
CCCCOc1ccc(NC(=O)C2CC(=O)N(c3ccc(C)cc3)C2)cc1 (stereo not drawn)	3%	.
O=C(COc1ccccc1)Nc1ccc(O)c(-c2nc3ccccc3s2)c1	-1%	-5.6%
CC(C)CC1NC2(C(=O)N(C)c3ccccc32)C2C(=O)N(C(C)C)C(=O)C12 (stereo not drawn)	-4%	2.2%
COc1c(Cl)cc(/C=C2/SC(=S)NC2=O)cc1Cl	3%	5.7%
COc1ccc(N2C(=O)CSC23C(=O)Nc2ccccc23)cc1 (stereo not drawn)	-1%	0.0%&1.9%
CCNS(=O)(=O)c1ccc(NC(=O)Cn2nc(C(F)(F)F)cc2C)cc1	3%	-3.0%
Cc1ccc(C)n1-c1ccc(N2CCOCC2)c(Br)c1	.	-3.1%
O=c1c2cc(N3CCOCC3)ccc2[nH]c(=S)n1Cc1cccc(Cl)c1	.	-4.3%
COC(=O)c1ccc(NC(=O)CSc2nnc(-c3ccncc3)n2C)cc1	-4%	-2.7%
CN1CCN(S(=O)(=O)c2ccc(NC(=O)c3cccs3)cc2)CC1	-8%	-2.7%
O=C(Nc1ccc(F)cc1)/C(=C\c1cccs1)NC(=O)c1ccccc1	3%	1.3%
CCN(CC)CC#CCC(O)(c1ccccc1)C1CCCC1 (stereo not drawn)	.	-1.3%

An excerpt from above in order of length of the SMILES, highest first.
SMILES	MKP-3 inhibition	Hsp70 displacement
CC(C)CC1NC2(C(=O)N(C)c3ccccc32)C2C(=O)N(C(C)C)C(=O)C12 (stereo not drawn)	-4%	2.2%
COc1ccc(NC(=O)C2=C(C)NC(=S)NC2c2c(OC)ccc3ccccc23)cc1 (stereo not drawn)	1%	1.8%
CCNS(=O)(=O)c1ccc(NC(=O)Cn2nc(C(F)(F)F)cc2C)cc1	3%	-3.0%
O=c1c2cc(N3CCOCC3)ccc2[nH]c(=S)n1Cc1cccc(Cl)c1	.	-4.3%
CCCCOc1ccc(NC(=O)C2CC(=O)N(c3ccc(C)cc3)C2)cc1 (stereo not drawn)	3%	.
COC(=O)c1ccc(NC(=O)CSc2nnc(-c3ccncc3)n2C)cc1	-4%	-2.7%
O=C(COc1ccccc1)Nc1ccc(O)c(-c2nc3ccccc3s2)c1	-1%	-5.6%
COc1ccc(N2C(=O)CSC23C(=O)Nc2ccccc23)cc1 (stereo not drawn)	-1%	0.0%&1.9%
N#CCSc1nc(Nc2ccc3c(c2)OCO3)c2ccccc2n1	7%	1.8%
COc1c(Cl)cc(/C=C2/SC(=S)NC2=O)cc1Cl	3%	5.7%
Cc1ccc(C)n1-c1ccc(N2CCOCC2)c(Br)c1	.	-3.1%
Cc1cc(C)nc(NC(=O)Nc2ccc(Cl)cc2)c1	0%	-5.8%
CCCSCCCNC(=O)CC1Oc2ccccc2NC1=O (stereo not drawn)	3%	-5.1%
CSc1nsc(SC)c1NC(=O)OC1CCCCC1	-5%&0%	-2.3%&0.5%
Cc1ccnc(NC(=O)c2ccc(C)o2)c1	-2%	7.2%

(next part)
SMILES	MKP-3 inhibition	Hsp70 displacement
Cc1cccnc1NC(=O)COc1ccc2ccccc2c1	2%	-0.6%
CCOC(=O)c1c(NC(=O)C(C(C)C)N2C(=O)c3ccccc3C2=O)sc(C)c1C (stereo not drawn)	2%	-2.3%
COc1ccccc1N1CCN(C(=O)CN(CCc2ccccc2)S(C)(=O)=O)CC1	.	1.1%
COc1ccc(OCC(=O)N2c3ccccc3Sc3ccc(C(F)(F)F)cc32)cc1	3%	-1.6%
Cc1cccc(NC(=O)c2ccc(-c3ccccc3)cc2)c1	0%	2.9%
CCOC(=O)c1cnn(CCOC(=O)Cc2cccs2)c1NC(=O)Cc1cccs1	0%	3.6%
COn1c2c(c3c4no[n+]([O-])c4ccc31)CCCC2	.	-3.9%
CN(C)C(=S)NC(=O)C12CC3CC(C)(CC(C)(C3)C1)C2	0%	5.9%
Cc1ccc(-n2ncc3c(N4CCCC(C)C4)ncnc32)c(C)c1 (stereo not drawn)	-3%	-2.3%
COc1ccc(NC2CC(=O)N(C(C)C)C2=O)cc1 (stereo not drawn)	-13%	-0.5%
CCCOC(=O)C1=C(C)NC2=C(C(=O)CC(C)(C)C2)C1c1cccc(F)c1 (stereo not drawn)	1%	5.4%
CC1(C)CC(=O)C2=C(C1)N(CC1CCCO1)C(=O)NC2(C(F)(F)F)C(F)(F)F (stereo not drawn)	6%	-0.4%
CCC(C)NC(=O)c1ccc(NC(=O)C2CCCO2)cc1 (stereo not drawn)	-1%	-0.7%
Oc1ccccc1C1=NCCNC(C(F)(F)C(F)F)=C1	1%	-3.4%
COC(=O)c1cc(NC(=O)c2ccc3c(c2)OCO3)cc(C(=O)OC)c1	1%	-0.4%
COc1ccc(/C=N\NC(=O)c2ccc(S(=O)(=O)c3ccc(C(=O)N/N=C\c4ccc(OC)cc4)cc3)cc2)cc1	18%	-8.0%
CCOC(=O)c1c(N)nn(C(=O)C(C)C)c1-c1ccccc1	-3%	1.9%
CC(C)C(=O)N1CCN(c2ccc(NC(=O)c3ccc(Br)o3)cc2)CC1	0%	0.5%
C=C(Br)Cn1c(C(C)O)nc2ccccc21 (stereo not drawn)	4%	-2.7%
OCc1nc2ccccc2n1Cc1ccccc1F	4%	0.2%
CCN(CC)c1ccc(N2C(=O)/C(=C\c3ccco3)SC2=S)cc1	2%	-3.6%
O=C(CN1CCN(Cc2ccc(Cl)cc2)C1=O)NCCCN1CCN(c2ccc(F)cc2)CC1	.	-6.4%
Cc1ccc(-n2c(=O)[nH]cc(C(=O)Nc3ccc4c(c3)OCCO4)c2=O)cc1C	.	-0.6%
CCN(CC)c1ccc(/C=N/c2nc(-c3ccccc3)c(C)s2)cc1	-2%	4.1%
O=C(CN(C(=O)CCC(=O)Nc1nccs1)c1ccccc1F)NCC1CCCO1 (stereo not drawn)	-1%	-1.1%
CC1CCN(c2ccc(C(=O)NCc3cccs3)cn2)CC1	3%	4.6%
Cn1c(SCC(=O)N2CCCCC2)nc2c([nH]c3ccccc32)c1=O	4%	-2.7%
CCOc1ccc(-c2nc(-c3ccccc3)no2)cc1OCC	0%	0.8%
CC(C)(C)/C(O)=C(/C#N)c1nc2ccccc2[nH]1	10%	.
COc1cc(C(=S)N2CCOCC2)ccc1OS(=O)(=O)c1ccc(C)cc1	-1%	3.8%
O=C(/C=C/c1ccc(Cl)cc1)Nc1ccc(NC(=O)c2ccccc2)cc1	3%	0.5%
CC(C)N(Cc1ccccc1)C(=O)COC(=O)c1ccc2c(c1)OCCO2	10%	-2.2%
CC1CN(c2oc(COc3ccc(Cl)cc3Cl)nc2C#N)CC(C)O1 (stereo not drawn)	8%	1.3%
COC(=O)c1cnn2c1NC(c1ccccc1)CC2C(F)(F)F (stereo not drawn)	-1%	2.0%
CCOC(=O)c1sc(NC(=O)c2cccc(S(=O)(=O)N3CCN(C)CC3)c2)cc1C	-5%	-1.5%
O=C(Nc1ccccc1-c1ccccc1NC(=O)c1ccco1)c1ccco1	.	-2.4%
Cc1cccc(OCCOc2ccc(/C=N/N3C(=O)CSC3=S)cc2)c1	2%	-4.9%
Cc1[nH]n(-c2ccccc2)c(=O)c1/C=N/N1C(=O)c2ccccc2C1=O	3%	1.5%

Fetched one by one from above:
SMILES	MKP-3 inhibition	Hsp70 displacement
O=C(/C=C/c1ccc(Cl)cc1)Nc1ccc(NC(=O)c2ccccc2)cc1	3%	0.5%
CC(C)N(Cc1ccccc1)C(=O)COC(=O)c1ccc2c(c1)OCCO2	10%	-2.2%
